aDG glyco act – activators of alpha-DG glycosylation, primary screen, uHTS, Pro5-aDG cells, AlphaScreen | alpha-DG glycosylation AlphaScreen (IIH6); 0% Pro5, 100% B10-LARGE cell signal | actives 0.22% (n = 360,000) | activation, % at 10 µM;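 active means activation of at least 8% versus controls, or a plate z-score of at least 8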;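 further: Pro5 are CHO cells carrying HIG-tagged alpha-DG that lacks glycosylation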
HTR2A ag – mouse Htr2a agonists via beta-arrestin recruitment, primary screen, cell-based, luminescence; CHO-K1 mHTR2A beta-arrestin complementation; percent of 30 µM serotonin response; activation, % at 7.6 µM; actives 0.66% (n = 360,000);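 active means activation above a run cutoff, the mean activation of all tested compounds plus 3 SD, cut at about 14% in these data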;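 further: 0% = plate median of compound wells and 100% = 30 µM serotonin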
Target sequence (P35363 whole entry, looked up): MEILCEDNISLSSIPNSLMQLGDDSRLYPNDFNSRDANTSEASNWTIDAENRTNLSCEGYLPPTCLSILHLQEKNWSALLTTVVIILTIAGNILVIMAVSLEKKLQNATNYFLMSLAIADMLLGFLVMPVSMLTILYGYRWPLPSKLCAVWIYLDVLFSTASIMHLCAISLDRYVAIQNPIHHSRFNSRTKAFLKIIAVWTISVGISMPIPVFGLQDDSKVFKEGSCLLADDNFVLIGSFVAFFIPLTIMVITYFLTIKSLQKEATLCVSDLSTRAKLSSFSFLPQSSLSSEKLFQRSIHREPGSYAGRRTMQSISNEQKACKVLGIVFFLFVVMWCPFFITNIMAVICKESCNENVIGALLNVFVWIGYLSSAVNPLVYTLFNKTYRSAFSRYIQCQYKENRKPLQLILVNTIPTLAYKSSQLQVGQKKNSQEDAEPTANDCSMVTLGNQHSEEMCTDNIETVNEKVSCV
CaV13 ICDI inh – Primary screen for inhibitors of IQ motif and Ca2+-dependent inactivation inhibitor domain binding in CACNA1D, Förster resonance energy transfer in living cells, …; HEK cells, CFP/YFP FRET ICDI-IQ, plate reader, 10 min; percent FRET-ratio fall versus neutral wells; inhibition, % at 12.3 µM; actives 0.098% (n = 340,000);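 active means mean replicate inhibition of at least 30% and at least 1% of replicates passing that level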;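 further: 0% = median of the neutral control wells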
N-glyco inh – increase of ERlucT glycosylation luciferase signal, primary screen, N-linked glycosylation inhibitor project, D54 ERlucT cells, luminescence, set 2; AID 588692, 2011; reporter increase, % at 12.5 µM; D54 ERlucT glycosylation luciferase reporter, 24 h; percent of 100 nM tunicamycin response; actives 0.23% (n = 360,000);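 active means mean luciferase reporter signal, scaled so untreated is 0 and the glycosylation-blocking control 100, at or above a set limit in every replicate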;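 further: luciferase carries N-glycosylation sites so blocking glycosylation raises the light; 0% = median of neutral control wells and 100% = median of 100 nM tunicamycin wells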
MC4R barr agon – MC4R agonists recruiting beta-arrestin, primary screen, cell-based, luminescence, agonist arm of biased-ligand search | actives 0.98% (n = 360,000) | Melanocortin receptor 4 (Homo sapiens), P32245 | U2OS MC4R beta-arrestin complementation; percent of melanotan II response, DMSO zero | activation, % at 8.9 µM;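 active means activation above a per-plate cutoff, the mean activation of sample wells on that plate plus 3 SD, cut at about 8% in these data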
Vif inh – HIV Vif self-association inhibitors, primary screen, imaging, HEK293T, single point; HEK293T cells, Vif self-association by quenched fluorescence, 24 h; actives 0.35% (n = 340,000); inhibition, % at 7.49 µM; in the data active means inhibition above about 50%, passing the limit was not always enough; further: some results filed as inactive read as strong as hits
ABCB6 inh MLPCN – ABCB6 transporter inhibitors, primary screen, K562-ABCB6 cells, flow cytometry, MLPCN library; ATP-binding cassette sub-family B member 6 (Homo sapiens), Q9NP58; K562-ABCB6 porphyrin accumulation, 1 h; hits give low values; fluorescence ratio to DMSO, % at 10 µM; actives 0.19% (n = 360,000); AID 602162, 2011;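 active means fluorescence ratio to DMSO below 75%, the collection mean minus 3 SD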;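 further: signal is porphyrin accumulated inside mitochondria; 100% equals median channel fluorescence of DMSO control wells; lower ratio means ABCB6 inhibition with less porphyrin fluorescence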
PDI inh – inhibitors of human PDI, primary screen, biochemical, turbidity, single point, plate reader | Protein disulfide-isomerase (Homo sapiens), P07237 | PDI insulin aggregation turbidity, A650, 90 min | inhibition, % at 10 µM | actives 0.052% (n = 350,000);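 active means mean inhibition across replicates of 30% or more, whatever share of single replicates reach that level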;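 further: absorbance from insulin aggregation driven by PDI reduction with DTT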
Target sequence (P07237 whole entry, looked up): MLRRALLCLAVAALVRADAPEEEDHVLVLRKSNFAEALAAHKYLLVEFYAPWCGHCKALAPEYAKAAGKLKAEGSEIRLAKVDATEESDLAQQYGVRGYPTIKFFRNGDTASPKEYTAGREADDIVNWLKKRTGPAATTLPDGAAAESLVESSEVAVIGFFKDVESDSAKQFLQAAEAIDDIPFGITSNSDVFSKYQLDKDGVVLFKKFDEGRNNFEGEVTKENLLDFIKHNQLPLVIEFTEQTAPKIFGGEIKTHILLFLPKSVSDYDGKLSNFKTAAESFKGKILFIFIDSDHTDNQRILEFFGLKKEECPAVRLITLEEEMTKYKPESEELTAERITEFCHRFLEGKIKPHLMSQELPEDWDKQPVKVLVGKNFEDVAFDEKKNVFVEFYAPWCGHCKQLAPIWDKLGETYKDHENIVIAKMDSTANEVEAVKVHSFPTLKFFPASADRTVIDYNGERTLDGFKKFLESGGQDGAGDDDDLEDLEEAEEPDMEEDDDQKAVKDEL
MC4R antag cAMP – MC4R antagonists of cAMP signaling, primary screen, cell-based, TR-FRET, antagonist arm of biased-ligand search | Melanocortin receptor 4 (Homo sapiens), P32245 | MC4R-expressing cells, MTII-stimulated cAMP, LANCE TR-FRET | inhibition, % at 6.5 µM | actives 0.48% (n = 360,000) | AID 540295, 2011;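 active means inhibition above its plate's cutoff, the mean of tested wells on that plate plus 3 SD, cut at about 29% in these data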;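 further: 0% = Melanotan II alone and 100% = Melanotan II plus saturating MCL0020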
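System – human MC4R-expressing U2OS cells · Also added – Melanotan II · Dosing – one concentration, 6.5 µM nominal · Timing – 30-min compound, 1-h challenge, 1-h detection, room temperature · Measured by – Eu-cAMP/anti-cAMP TR-FRET, emission 671 nm · Replicates – singlicate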
H9c2 protect – cardioprotection against H2O2-induced cell death, primary screen, uHTS, H9c2 cells, ATPLite luminescence | H9c2 cardiomyocytes, H2O2 injury protection, 2 h | protection from H2O2 cell death, % at 20 µM | actives 0.63% (n = 360,000) | AID 588492, 2011;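 active means compounds giving at least 50% protection of heart cells from peroxide-induced death in the single-dose screen, raw or plate-pattern-corrected value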;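 further: 0% = DMSO wells with peroxide and 100% = DMSO wells without peroxide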
Starred values were filed as active, the others as inactive; . = not tested or not shown. Rows were taken by chance, and some 3.6% of all compounds hit somewhere here.

structure	ABCB6 inh MLPCN	Vif inh	aDG glyco act	HTR2A ag	MC4R antag cAMP	MC4R barr agon	N-glyco inh	CaV13 ICDI inh	PDI inh	H9c2 protect
Cc1cc(C(=O)CS(=O)(=O)c2ccccc2)cc(C)c1O	98	-3	-0.2	2	-1	-1.8	2	-4	12	-1
O=C(O)c1ccccc1NS(=O)(=O)c1cccc2nsnc12	99	-2	-0.1	-1	2	-1.3	0	-11	-2	7
NCCc1nnc(SCC(=O)c2ccc(Cl)cc2)o1	99	-1	0.0	-1	-4	-3.2	-1	-5	-1	15
CC1=CC(C)C2(COC(=O)Nc3ccccc3)COC(C)C1C2C (centres undefined)	99	10	0.2	3	5	1.2	-1	-7	1	-5
CC12CCC(=O)N1C(C(=O)OCC(=O)Nc1cc(S(=O)(=O)N3CCCCC3)ccc1Cl)CS2 (centres undefined)	98	-6	-0.1	3	-3	-1.8	1	-15	-7	2
O=C(COC(=O)c1ccco1)Nc1ccc2c(c1)OCO2	98	-14	0.3	7	0	-1.5	-1	.	6	-8
Cn1c2ccc(F)cc2c2nnc(SCCN3CCOCC3)nc21	98	-16	-0.3	1	13	-0.8	5	-2	4	2
C/C(=N\Nc1ccc([N+](=O)[O-])cc1)c1cccc(N)c1	95	10	-0.1	-9	-3	-3.0	3	-10	2	1
O=C(c1ccc(NS(=O)(=O)/C=C/c2ccccc2)cc1)N1CCCCC1	96	-3	0.3	5	7	-2.2	-1	-6	11	-3
COCCn1nnnc1C(c1ccccn1)N1CCN(c2cc(C)ccc2C)CC1 (centres undefined)	95	-3	0.0	1	5	0.1	0	-8	11	0
Cc1cccc(N2C(=O)CSC2c2cccnc2)c1 (centres undefined)	94	10	0.1	5	2	-0.7	1	-4	-2	-6
CCOc1ccc(NC(=O)C2CC(C)=C(C)CC2C(=O)O)cc1 (centres undefined)	109	-6	-0.2	0	-3	-1.4	1	-5	2	4
Cc1occc1C(=O)NNC(=O)C(c1ccccc1)c1ccccc1	90	-7	0.2	-1	23	-2.9	-4	-3	-1	3
Cc1nnsc1C(=O)Nc1ccccc1	100	-4	-0.2	6	5	-0.7	-1	-9	3	5
COc1ccc(CNCC(O)COc2ccc(C(C)(C)c3ccccc3)cc2)cc1 (centres undefined)	94	-3	0.8	-1	-6	7.7	-3	-21	-7	-22
O=C(/C=C/c1cccs1)N1CCC2(CC1)Oc1ccc(Cl)cc1C(=O)C21CC(c2ccccc2)=NO1 (centres undefined)	93	3	-0.1	-2	4	-1.1	-3	-7	-1	-13
COc1ccc(/C=N/Nc2nonc2N)c(OC)c1	96	2	0.8	7	7	-4.6	6	-2	6	-3
O=C(Nc1ccc(NC(=O)c2cc3ccccc3o2)cc1)c1ccc2c(c1)OCCO2	92	-15	-0.9	2	5	0.6	-2	-1	-2	-3
Cc1nnc2sc(SCc3ccccc3Cl)nn2c1=O	101	-5	0.0	1	6	-2.9	3	-9	0	0
Cc1cc(C)nc(SCC(=O)N2CCc3ccccc32)n1	95	0	0.2	-4	1	0.8	0	.	4	-3
OCCN(CCO)Cc1ccc(Br)cc1	98	6	-0.2	-2	-1	0.2	0	-7	-5	6
Cn1c(CN2CCOCC2)nnc1SCC(=O)Nc1nccs1	98	7	1.1	-1	2	-2.1	1	-4	-11	-4
Cc1[nH]c2ccccc2c1/C=C(\C#N)C(=O)NC1CC1	106	-13	0.2	2	1	0.8	3	-11	-9	-2
COc1ccc(CCC(=O)NNC(=O)c2ccc(OC)cc2)cc1	97	-10	0.0	-2	4	0.4	2	-2	0	3
COC(=O)c1cc(C)sc1NC(=O)C1CC(=O)NN1Cc1ccccc1 (centres undefined)	102	-5	-0.5	6	4	2.2	2	-3	6	-3
Cc1c(C(Nc2ccccn2)c2ccccc2)c(=O)n(-c2ccccc2)n1C (centres undefined)	94	-3	0.0	3	-9	-0.4	-1	-1	3	16
Cc1nc2sc(C(c3cccc(F)c3)N3CCOCC3)c(O)n2n1 (centres undefined)	92	.	0.1	8	11	0.1	1	0	-5	-7
Cc1ccc(/C=C2/C(=O)N(c3ccccc3)C(=S)N2C)o1	97	-1	-0.5	-1	7	-2.5	3	-5	-7	8
COc1ccc(-n2c(-c3ccc(Cl)cc3)c[n+]3c2CCCCC3)cc1	99	1	-0.1	3	-2	-0.5	1	-2	-1	-15
O=C(Nc1ccccc1)ON=C1c2ccccc2-c2ccccc21	96	0	-0.2	-6	9	3.7	3	-7	2	-2
Nc1ccc(S(=O)(=O)NCC2CCCCO2)cc1 (centres undefined)	100	13	-0.2	7	2	-0.4	0	-5	-11	0
CCC[C@H]1CN(c2ccc(OC)cc2)C(=O)[C@@H]1CC(=O)NC	108	14	-0.2	6	5	0.1	2	-8	-4	3
CC1CCN(CC(=O)Nc2cccc([N+](=O)[O-])c2)CC1	99	-9	0.2	2	6	1.6	-1	-8	3	-6
O=C(CCc1c[nH]c2ccccc12)Nc1ccc(S(=O)(=O)Nc2ncccn2)cc1	100	0	-0.3	-3	6	-1.6	0	-3	-5	-5
NS(=O)(=O)c1ccc(NC(=O)C2Cc3ccccc3C(=O)O2)cc1 (centres undefined)	86	.	0.5	3	6	2.1	-2	3	9	2
Cc1cccn2c(=O)c(C=O)c(N3CCSCC3)nc12	97	-1	0.0	3	19	-1.2	3	-14	18	2
CC1(C)CC(=O)C(C=NCCN2CCN(C(=O)CCl)CC2)=C(O)C1	102	0	-0.1	-4	11	-0.5	2	-4	3	2
O=C(NC1CCCC1)C1CCN(C(=O)c2ccc(Cl)cc2Cl)CC1	101	15	0.0	1	9	-2.1	1	-2	2	-4
CC(=O)Nc1ccc(NC(=O)C2c3ccccc3Oc3ccccc32)cc1	98	1	0.0	-2	1	-2.6	-1	-5	2	2
CC1(C)NC(=O)N(CC(=O)N2CCN(S(=O)(=O)c3cc(Cl)ccc3Cl)CC2)C1=O	97	-16	-0.3	1	5	-1.3	3	-5	-2	11
COc1ccccc1NC(=O)CC1CCCC1	101	9	-0.1	-13	12	0.2	0	-4	-4	1
COC(=O)C1(CCSC)NC(c2ccc(O)cc2)C2C(=O)N(c3ccc4c(c3)OCCO4)C(=O)C21 (centres undefined)	98	26	0.0	1	-3	-2.6	0	-15	7	12
CC(=O)c1ccc(Oc2ncnc3sccc23)cc1	99	-3	0.4	0	4	-0.1	-3	3	12	-1
Cc1cc2ncn(CC(C)C)c2cc1C	102	-3	0.4	1	16	-3.9	1	-6	6	-4
CCCCn1nnnc1C1(C)CCC(=O)N1CCc1ccccc1F (centres undefined)	95	.	0.2	4	.	.	.	-7	.	.
CCCSc1ccc([C@@H]2[C@H]3C(=O)N(CC)C(=O)[C@H]3[C@]3(C(=O)OC)CCCCN23)cc1	103	.	0.0	5	7	-1.7	-5	-6	-1	-15
CC(=O)c1ccc(S(=O)(=O)Nc2cccc(-c3ccc4nncn4n3)c2)cc1	106	-14	-0.3	1	-1	0.5	0	-6	-6	-1
O=C(Nc1ccccc1Cl)NC1(C(=O)N2CCOCC2)CCCCC1	87	8	0.0	0	-1	-0.7	3	-3	-1	4
CN1CCCN(C(=O)c2cccc(Br)c2)CC1	99	-6	0.0	0	1	0.4	0	11	-4	-2
CCOC(=O)c1c(S(=O)(=O)N2CCN(c3ccc(C(C)=O)cc3)CC2)c(C)n(C)c1C	99	6	0.1	0	14	-3.0	5	-5	1	-1
COc1ccccc1C(=O)NCCC(=O)N(C)Cc1cccnc1	99	2	-0.1	8	-5	-1.2	2	-2	3	0
COc1ccc(NS(=O)(=O)c2ccc(N3CCOCC3)c(NC(=O)c3ccc(F)cc3)c2)cc1	100	-5	0.4	4	15	-1.2	1	-4	4	2
O=C(c1c(Cl)cccc1Cl)N1CCN(c2ccccn2)CC1	98	-1	-0.1	-4	0	2.5	-2	-8	10	2
O=C(NN=c1c(=O)c2ccccc2c1=O)c1ccccc1	99	-2	1.4	2	-10	-0.9	11	-9	1	-4
CCOc1cc(S(=O)(=O)NCc2cccs2)ccc1Cl	97	-5	0.0	-1	1	2.9	-2	-1	2	-20
CC(C)N=C1CCCC1C(=S)SSC(=S)C1CCCC1=NC(C)C (centres undefined)	100	0	0.3	-9	8	-5.0	2	.	-6	-7
CCc1nnc(NC(=O)c2cc(Cl)ccn2)s1	97	2	0.6	0	15	-1.9	-3	-3	3	12
O=C(Nc1cnn(Cc2ccc(F)cc2)c1)c1cnccn1	101	.	0.0	4	0	-0.1	1	.	-42	6
CCCCNCCCOc1cc(Cl)ccc1Cl	96	-6	0.6	-3	-2	0.0	-2	.	-4	8
O=C(CSc1nc2c(c(=O)[nH]1)CCC2)Nc1cccc(F)c1	101	-2	0.0	3	5	-1.1	0	-4	11	0

Two compounds picked at random from the list so far:
structure	ABCB6 inh MLPCN	Vif inh	aDG glyco act	HTR2A ag	MC4R antag cAMP	MC4R barr agon	N-glyco inh	CaV13 ICDI inh	PDI inh	H9c2 protect
Cn1c2ccc(F)cc2c2nnc(SCCN3CCOCC3)nc21	98	-16	-0.3	1	13	-0.8	5	-2	4	2
Nc1ccc(S(=O)(=O)NCC2CCCCO2)cc1 (centres undefined)	100	13	-0.2	7	2	-0.4	0	-5	-11	0

Other results
structure	ABCB6 inh MLPCN	Vif inh	aDG glyco act	HTR2A ag	MC4R antag cAMP	MC4R barr agon	N-glyco inh	CaV13 ICDI inh	PDI inh	H9c2 protect
Cc1ccc(Oc2ncc(CN3CCOCC3)s2)cc1	97	-13	-0.1	0	4	0.0	-2	-5	6	0
COc1ccc(S(=O)(=O)NCc2cc(=O)n(C)c(=O)n2C)cc1C	98	7	0.0	11	0	-2.0	0	-7	3	-5
COC(=O)Cn1cc(C(=O)C(C)(C)C)c2ccccc21	96	4	-0.3	0	2	-2.1	2	-3	4	2
COc1ccc(-c2n[nH]c3c2CN(C(=O)c2ccccc2)CC3)cc1	99	-6	0.9	0	12	-1.5	0	-2	-5	-1
Cc1ccc2c(c1)N(CC(=O)Nc1ncccc1C)C(=O)C(C(C)C)O2 (centres undefined)	105	-3	0.1	-4	-2	0.2	0	-5	5	12
CCC(CO)n1cnnc1-c1ccncc1 (centres undefined)	100	7	0.0	7	3	-3.1	-2	.	-1	-5
COc1cccc(C(=O)N2CCN(c3ncccn3)CC2)c1	105	.	-0.2	-1	-2	-2.0	0	.	-7	-5
